# PI4K2A inh: blocks human PI4K2A kinase activity. activity change, negative = inhibition, % at 76.9 µM. purified PI4K2A, ADP-Glo luminescence, 1 h; stronger effect = lower value. 420,000 tested, 0.13% active; in the data active = activity change below about -50%; inconclusive = mostly about -30% to -49%;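 note: -100% = wells without enzyme as full effect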
#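 ADP-Glo luminescence measured ADP generated by PI4K2A enzyme (4 ug/mL before mixing) with 1.2 mM PI substrate (pre-mix) and 300 microM ATP (pre-mix). Tris pH7.5 buffer with MgCl2, Triton X-100; 1 h reaction at ambient temperature.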
# GLS inhibitor: glutaminase GLS (human) inhibition. 410,000 tested, 0.21% active. O94925. GLS enzymatic activity, qHTS titration. Potency, µM (highest dose often 45.5 µM), inactives show at the highest dose activity change, negative = inhibition, most hits filed as inhibitors; note: potency is the fitted concentration of half-maximal effect; % is set by controls: 0 for no effect and ±100 for the full control effect
# Target sequence (O94925 whole entry, looked up): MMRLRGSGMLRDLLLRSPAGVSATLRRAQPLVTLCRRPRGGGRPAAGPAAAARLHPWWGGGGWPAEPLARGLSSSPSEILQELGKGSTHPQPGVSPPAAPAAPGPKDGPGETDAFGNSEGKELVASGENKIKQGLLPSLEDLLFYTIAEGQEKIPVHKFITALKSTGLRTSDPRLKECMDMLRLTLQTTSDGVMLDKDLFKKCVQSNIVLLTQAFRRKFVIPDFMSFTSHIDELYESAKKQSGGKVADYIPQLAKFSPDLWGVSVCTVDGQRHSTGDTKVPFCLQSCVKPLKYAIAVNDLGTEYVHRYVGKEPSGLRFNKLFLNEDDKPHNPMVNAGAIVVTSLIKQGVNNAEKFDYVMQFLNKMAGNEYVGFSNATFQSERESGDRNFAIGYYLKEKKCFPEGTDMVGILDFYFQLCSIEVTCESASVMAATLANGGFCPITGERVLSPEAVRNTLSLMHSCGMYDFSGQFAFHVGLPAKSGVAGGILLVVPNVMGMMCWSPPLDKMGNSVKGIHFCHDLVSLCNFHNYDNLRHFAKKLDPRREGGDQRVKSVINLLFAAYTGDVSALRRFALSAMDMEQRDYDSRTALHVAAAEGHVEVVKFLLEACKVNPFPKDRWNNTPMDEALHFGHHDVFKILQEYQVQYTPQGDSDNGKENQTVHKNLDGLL
#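 Enzyme dispensed in phosphate buffer (45 mM, pH 8.2, 0.02% Tween-20), compounds pinned in, then 1 mM L-glutamine solution and the glutamate oxidase–HRP–Amplex Red mix added; fluorescence read immediately and again after 30 min at room temperature.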
# JMJD2A Tudor: inhibitors of human JMJD2A Tudor domain | O75164 | Potency, µM (top dose mostly 114 µM), for the others: top-dose activity change, negative = inhibition, most hits filed as inhibitors | 390,000 tested, 4.4% active | AlphaScreen JMJD2A-Tudor / H3K4me3 peptide binding; note: potency is the fitted concentration of half-maximal effect; % is set by controls: 0 for no effect and ±100 for the full control effect; nearly all actives have a fitted effect of over 50% in size
# Tb PGK inh: inhibitors of T. brucei phosphoglycerate kinase. P07378. 380,000 tested, 0.043% active. Potency, µM (titrated, usually from 57.5 µM), for the others: top-dose activity change, negative = inhibition, actives largely listed as inhibitors. PGK/GAPDH coupled, Kinase-Glo luminescence, 60 min. AID 602233; note: potency is the fitted concentration of half-maximal effect; % is set by controls: 0 for no effect and ±100 for the full control effect; nearly all actives have a fitted effect of over 60% in size
#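 Recombinant glycosomal PGK reaction used 1,3-bisphosphoglycerate generated in-well by GAPDH (100nM final) in 100mM TEA pH 7.6, 5mM MgCl2, 0.01% Tween-20. After 60 minutes at room temperature, ATP was read by Kinase-Glo Plus luminescence end-point.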
# HP1b chromo inh: blocks HP1-beta chromodomain binding to methylated histone tails; P83916; AlphaScreen HP1-beta / biotin-H3K9me3 peptide binding; Potency, µM (titrated, usually from 114 µM), for the others: at the highest dose activity change, negative = inhibition, most hits filed as inhibitors; 390,000 tested, 0.56% active; AID 540317; note: potency is the fitted concentration of half-maximal effect; nearly all actives have a fitted effect of over 70% in size; inactives centre near 23
# Target sequence (P83916 whole entry, looked up): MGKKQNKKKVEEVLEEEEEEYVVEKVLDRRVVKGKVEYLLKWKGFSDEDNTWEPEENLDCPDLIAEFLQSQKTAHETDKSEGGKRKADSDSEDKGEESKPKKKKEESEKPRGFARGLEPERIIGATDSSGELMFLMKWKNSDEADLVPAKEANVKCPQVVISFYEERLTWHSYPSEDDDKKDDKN
#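 HP1-beta protein (50 nM final) preincubated 30 min at room temperature with biotinylated H3(1-18)K9me3 peptide (50 nM) in PBS pH 7.4, 0.01% Tween-20, then compound added for 30 min. AlphaScreen streptavidin donor/nickel chelate acceptor beads (10 ug/mL final), 30 min dark, luminescence read.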
# G9a inh: blocks human histone lysine methyltransferase G9a. Q96KQ7. G9a H3K9 monomethylation, AlphaScreen, 2 h. Potency, µM (series often up to 102 µM), inactives show top-dose activity, negative = inhibition, most hits filed as inhibitors. 350,000 tested, 8.8% active. AID 504332; note: potency is the fitted concentration of half-maximal effect; % is set by controls: 0 for no effect and ±100 for the full control effect; nearly all actives have a fitted effect of over 75% in size
#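 G9a (20 nM) preincubated 15 min RT with compounds, then 500 nM biotinylated H3K9 peptide and 20 uM SAM added; 2 h RT reaction. Monomethyl-H3K9 product detected by AlphaScreen with anti-H3K9me1 antibody, streptavidin donor and anti-rabbit IgG acceptor beads.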
# BAZ2B block: inhibitors of human BAZ2B bromodomain; Q9UIF8; AlphaScreen BAZ2B-H3K14Ac peptide displacement; Potency, µM (series often up to 114 µM), without a hit: at the highest dose activity change, negative = inhibition, hits mostly inhibitors; 360,000 tested, 4.4% active; AID 504333; note: potency is the fitted concentration of half-maximal effect; % is set by controls: 0 for no effect and ±100 for the full control effect; nearly all actives have a fitted effect of over 60% in size
#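 BAZ2B 50 nM plus b-H3(5-23)K14Ac 50 nM, PBS pH 7.4/0.01% Tween-20, 30 min RT; compound added (max 110 uM), 30 min RT; streptavidin donor/Ni-chelate acceptor beads 10 ug/mL final, 20 min dark; AlphaScreen read.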
# ERG-DNA inh: blocks human ERG Ets domain binding to DNA; P11308; fluorescence polarization, His-ERG Ets domain / labelled DNA; Potency, µM (highest dose often 76.9 µM), for inactives: at the top dose FP activity, negative = inhibition, usual class: inhibitors; 370,000 tested, 0.028% active; AID 624246; active = well fitted inhibition curve with a large enough effect in the polarisation, with a control signal flat; inconclusive = small, poorly fitted or top-dose-only effect, or effect the other way, or a change in a side signal; inactive = no such curve, though single readings can be large or run the other way; the % refers to the polarisation;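 note: polarization taken with two DNA probes labelled with fluorescein and Texas red; potency is the fitted concentration of half-maximal effect; % of control where 0% means no effect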
#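 His-tagged ERG Ets domain (1 uM in the protein solution; 300mM KCl, 50mM Tris-HCl, 1mM EDTA, 1mM DTT, pH 7.5) received compound, then a probe mix of 5 nM fluorescein-DNA and 100nM Texas-615-DNA. Fluorescence polarization was read for both dyes.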
# Pin1 inhibitor: inhibitors of human Pin1. Q13526. Pin1 FP peptide displacement, HiFluor488, 10 min. Potency, µM (top dose mostly 115 µM), for the others: at the highest dose activity, negative = inhibition, most hits filed as inhibitors. 390,000 tested, 0.009% active; active = well fitted inhibition curve with a large enough effect in the polarisation, with a control signal flat, not every such curve was filed as active; inconclusive = small, poorly fitted or top-dose-only effect, or effect the other way, or a change in a side signal; inactive = no such curve, though single readings can be large or run the other way; the % refers to the polarisation; note: potency is the fitted concentration of half-maximal effect; % is set by controls: 0 for no effect and ±100 for the full control effect
# Target sequence (Q13526 whole entry, looked up): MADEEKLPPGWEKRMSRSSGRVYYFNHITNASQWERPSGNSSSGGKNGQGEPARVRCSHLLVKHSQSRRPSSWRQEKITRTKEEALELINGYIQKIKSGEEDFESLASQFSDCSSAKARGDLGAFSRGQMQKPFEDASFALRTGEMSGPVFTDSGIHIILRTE
# Active calls of the source: *; i = inactive; ? = inconclusive; / = not tested or not shown; [ ] = remark or other dose. Unless noted, calls come from the whole dose curve; as a rule, active = well fitted curve in the direction sought with a large enough effect; inconclusive = small, poorly fitted or top-dose-only effect, or another doubt; inactive = no such curve, though single readings can be large; an effect the other way counts as inactive or inconclusive.
PI4K2A inh	GLS inhibitor	JMJD2A Tudor	Tb PGK inh	HP1b chromo inh	G9a inh	BAZ2B block	ERG-DNA inh	Pin1 inhibitor	structure
-9	3%	-12%	-1%	15%[57 µM]	/	-15%	-6%	-6%	COc1ccc(Cl)cc1NS(=O)(=O)c1ccc2c(c1)NC(=O)CCS2
-2	-2%	56%[activator]	-3%	156%[activator]	-16%[0.501 µM]	38%	-4%	6%	COc1ccc(C(=O)c2c(-c3ccc(OC)cc3)oc3ccccc23)cc1
1	0%	-22%	-7%	4%	-4%[59 µM]	-4%	2%	20%	COc1ccccc1NC(=O)CSc1nc2c(oc3ccccc32)c(=O)n1-c1ccccc1F
5	12%	-11%	-1%	27%	19%[12.7 µM]	-26%	1%	-2%	O=C(NCCCn1ccnc1)C1CC(c2ccccc2Cl)=NO1 (stereo unspecified)
5	8%	-12%	-2%	35%	/	5%	-15%	-5%	Cc1nc(C)c(C(=O)NNC(=O)Nc2ccc(Cl)cc2)s1
-4	-9%	1%	i	16%	0%	5%	1%	-3%	CN1CCN(C(=O)CN(C)S(=O)(=O)c2ccc(F)cc2)CC1
2	1%	-14%	-2%	36%	10%	-3%	3%	4%	Cc1nnc(NC(=O)CSc2nnc(-c3ccccc3)n2C)s1
2	1%	-8%	-9%	9%	-3%	2%	4%	-1%	O=C(CCC(=O)N(c1ccccc1)C(C(=O)NC1CCCC1)c1ccncc1)Nc1cccnc1 (stereo unspecified)
1	-12%	-5%	i	11%	3%[59 µM]	1%	11%	-2%	CCCCn1c(=O)[nH]c(=O)c2c1nc(-c1ccsc1)n2Cc1ccccc1
0	4%	1%	1%	76%[activator]	14%	5%	4%	1%	O=C(CSc1ccc2c(c1)OCCO2)Nc1ccc(Br)cc1
-2	6%	2%	3%	27%	-34%[59 µM]	2%	9%	77%[activator]	CCC(C(=O)N1CCN(c2cc(Cl)ccc2C)CC1)n1nc(C)c2sc3ccccc3c2c1=O (stereo unspecified)
5	-1%	0%	i	20%	19%	-1%	1%	?	COc1ccccc1-c1noc(CCCC(=O)NC2CCCCC2)n1
-1	-5%	-11%	-2%	54%[activator]	9%	15%	-3%	0%	Cc1cccc(-c2noc(CCC(=O)NCCc3ccccc3)n2)c1
-6	7%	-12%	9%	36%	22%	-11%	24%	-7%	CCN(CC(=O)NCc1cccs1)C(=O)c1cccc(S(=O)(=O)Nc2ccccc2OC)c1
1	4%	-1%	i	53%[activator]	-42%[59 µM]	-25%	0%	-3%	Cc1nn(CCCC(=O)Nc2cc(C(F)(F)F)ccc2Cl)c(=O)c2c1sc1ccccc12
0	10%	-23%	i	28%	56µM*	8%	-3%	1%	COC(=O)CN1CCN(C(c2ccccc2)c2ccccc2)CC1
-2	-2%	-13%	-2%	45%	-4%[59 µM]	12%	4%	11%	C=CCn1c(SCC(=O)NCc2ccco2)nc2sc3c(c2c1=O)CCC3
-4	0%	1%	i	16%	?	-27%	-4%	2%	O=C(Nc1ccc(S(=O)(=O)Nc2nccs2)cc1)c1ccc(S(=O)(=O)N2CCOCC2)cc1
-2	-9%	10%	/	46%[activator]	7%[12.7 µM]	-3%	-2%	-4%	Cc1nc(N2CCCC2)ncc1C(=O)Nc1ccc(OC(F)(F)F)cc1
-4	9%	-4%	-11%	?	-3%[59 µM]	1%	-11%	3%	Cc1ccc(S(=O)(=O)N2CCCCC2)cc1NC(=O)CSc1nnnn1C
-2	-7%	10%	-8%	25%	24%	-6%	5%	3%	Cc1cccc(-c2nc3ccccc3c(=O)[nH]2)c1
-2	-1%	-12%	-3%	9%	45µM*	-1%	11%	-3%	CNC1=C([N+](=O)[O-])CC([N+](=O)[O-])=C(N2CCNCC2)N1C
1	-1%	-3%	-2%	14%	32µM*	?	-1%	6%	CSCC[C@H](NC(=O)N1CCn2c1nc1ccccc12)C(=O)NCc1ccc(C)cc1
-6	4%	-26%	-8%	9%[57 µM]	10%	-31%	-10%	-2%	CS(=O)(=O)c1ccccc1C(=O)Nc1cccc(-c2nc3ccccc3o2)c1
-1	5%	-24%[57.1 µM]	6%	15%	-37%	?	-4%	-2%	COc1ccc(C2=NNC(c3cccnc3)=Nc3ccc(OC)cc32)cc1
5	-2%	-25%	-9%	48%[activator]	11%[59 µM]	-3%	9%	-1%	CCCCn1nnc(NC(=O)c2ccco2)n1
4	-10%	-3%	0%	36%	-13%[59 µM]	-20%	1%	1%	Cc1ccc(S(=O)(=O)c2nnn3c2nc(NC(C)C)c2sccc23)cc1
-4	0%	-1%	-4%	71%[activator]	-3%[2.33 µM]	-1%	-7%	5%	CC(C)NC(=O)c1c(CSc2ccc(Cl)cc2)noc1C(=O)NCc1ccccc1
5	-2%	-17%	-4%	22%	-13%[59 µM]	/	1%	-16%	CC(C)c1ccc(NC(=O)c2cc3c(=O)[nH]c4ccccc4c3n2C)cc1
-2	8%	-19%	-3%	24%	5%[59 µM]	-11%	-3%	-1%	CCOc1ccc(C2CC(=O)Nc3c2c(=O)nc(SCc2ccccc2C)n3C)cc1OC (stereo unspecified)
-18	-1%	-7%[57.1 µM]	-8%	?	?	-9%	6%	-7%	CCc1nnc(NC(=O)C2CC(=O)N(CCc3ccccc3)C2)s1 (stereo unspecified)
-4	2%	-15%	-4%	11%	6%	6%	2%	-11%	CCCC(=O)Nc1ccc(S(=O)(=O)Nc2cc(OC)nc(OC)n2)cc1
-2	0%	-12%[11.4 µM]	-13%	18%	18%	?	5%	-12%	N#CCC(=O)N/N=C/c1cc([N+](=O)[O-])ccc1N1CCOCC1
-2	-5%	-6%	-9%	23%	-15%[59 µM]	0%	-17%	23%	CC(C)CC(=O)Nc1ccc2nn(-c3ccccc3)nc2c1
3	0%	-4%	/	52%[activator]	-3%	2%	7%	10%	C=CCNC(=O)C1CCC(CNc2nc(=S)[nH]c3ccccc23)CC1 (stereo unspecified)
4	-1%	-6%	0%	22%	37%	6%	-1%	0%	O=C(NCc1ccc(Cl)cc1)C1CCCN1C(=O)Nc1ccc(F)cc1 (stereo unspecified)
-2	25%	-16%	-9%	9%	-2%	0%	-8%	2%	COc1ccc(CC(=O)NCC2(c3ccc(OC)c(OC)c3)CCCC2)cc1
-2	-6%	-20%	i	-1%	26%	-10%	16%	1%	FC(F)(F)c1cccc(/C=N/NC(=S)NC2CCCCC2)c1
11	25%	?	-6%	1%	?	-4%	-3%	-1%	Cc1nn(CC(=O)Nc2cccc(C(F)(F)F)c2)c(=O)c2cccn12
-1	0%	-14%	i	13%	16%[59 µM]	-23%	-4%	43%[activator]	COc1ccc(C2=NN(C(=O)CSc3nc4ccccc4s3)C(c3ccc(OC)cc3)C2)cc1 (stereo unspecified)

# The list goes on; the last three above are carried over.
PI4K2A inh	GLS inhibitor	JMJD2A Tudor	Tb PGK inh	HP1b chromo inh	G9a inh	BAZ2B block	ERG-DNA inh	Pin1 inhibitor	structure
-2	-6%	-20%	i	-1%	26%	-10%	16%	1%	FC(F)(F)c1cccc(/C=N/NC(=S)NC2CCCCC2)c1
11	25%	?	-6%	1%	?	-4%	-3%	-1%	Cc1nn(CC(=O)Nc2cccc(C(F)(F)F)c2)c(=O)c2cccn12
-1	0%	-14%	i	13%	16%[59 µM]	-23%	-4%	43%[activator]	COc1ccc(C2=NN(C(=O)CSc3nc4ccccc4s3)C(c3ccc(OC)cc3)C2)cc1 (stereo unspecified)
-2	0%	-32%	i	31%	-32%	/	14%	17%	O=C(c1ccc(NS(=O)(=O)c2cccs2)cc1)N1CCN(c2ccccc2Cl)CC1
5	1%	-1%	4%	0%	0%[12.7 µM]	-26%	-15%	-9%	Cc1[nH]c2ccc(F)cc2c1CCN1C(=O)OC(C)(C)C1(C)O (stereo unspecified)
-7	30%[activator]	-5%	i	20%	1%[59 µM]	12%	-16%	-10%	O=C(O)C1CC=CCC1C(=O)Nc1ccccc1C(=O)N1CCN(c2ccccc2)CC1 (stereo unspecified)
0	8%	-8%	9%	23%	7%[0.501 µM]	8%	1%	-4%	C[C@@]12CCC3[C@@](CCC4[C@@]3(C)CCC[C@@]4(C)C(=O)O)(CC1=O)C2 (stereo partly specified)
-1	8%	-13%	-10%	27%	/	/	1%	-1%	CCCNC(=O)C1(CC2CC(c3ccccc3)=NO2)CCNCC1 (stereo unspecified)
-2	13µM*	0.79µM*	9%	52%[activator]	/	/	2%	-3%	O=C(ONC(=O)C1C2C=CC(C2)C1C(=O)NOC(=O)c1ccccc1)c1ccccc1 (stereo unspecified)
0	7%	-10%	-2%	17%	-1%[0.501 µM]	8%	-1%	4%	Cc1cccc(C(=O)NCC(=O)NCC(c2cccs2)N2CCOCC2)c1 (stereo unspecified)
-3	-15%	-18%	1%	32%	?	-5%	1%	5%	CC(NC(=O)CSc1ncnc2nc[nH]c12)c1ccccc1 (stereo unspecified)
-4	4%	-2%	-5%	9%	48%[0.501 µM]	-23%	/	4%	CC(C)(C)NC(=O)CN(Cc1cccs1)C(=O)CCC(=O)Nc1nccs1
-7	-10%	-9%	i	18%	-10%	6%	14%	0%	O=C(CSc1nnc2ncccn12)Nc1cccc2ccccc12
5	14%	-11%	i	69%[activator]	8%[12.7 µM]	-5%	6%	1%	C=CCn1c(SCC(=O)c2cccs2)nc2sc(C)cc2c1=O

# Bioassay records as filed in PubChem.
